Compound activity as filed in PubChem.
TDP1 inh – qHTS Assay for Inhibitors of Tyrosyl-DNA Phosphodiesterase (TDP1); Potency, µM (series often up to 130 µM), for inactives: at the top dose activity change, negative = inhibition, hits mostly inhibitors; recombinant TDP1, AlphaScreen DNA substrate cleavage; Tyrosyl-DNA phosphodiesterase 1 (Homo sapiens), Q9NUW8; 0.28% of 350,000 active; AID 485290, 2010; note: nearly all actives have a fitted effect of over 40% in size
Target sequence (Q9NUW8 whole entry, looked up): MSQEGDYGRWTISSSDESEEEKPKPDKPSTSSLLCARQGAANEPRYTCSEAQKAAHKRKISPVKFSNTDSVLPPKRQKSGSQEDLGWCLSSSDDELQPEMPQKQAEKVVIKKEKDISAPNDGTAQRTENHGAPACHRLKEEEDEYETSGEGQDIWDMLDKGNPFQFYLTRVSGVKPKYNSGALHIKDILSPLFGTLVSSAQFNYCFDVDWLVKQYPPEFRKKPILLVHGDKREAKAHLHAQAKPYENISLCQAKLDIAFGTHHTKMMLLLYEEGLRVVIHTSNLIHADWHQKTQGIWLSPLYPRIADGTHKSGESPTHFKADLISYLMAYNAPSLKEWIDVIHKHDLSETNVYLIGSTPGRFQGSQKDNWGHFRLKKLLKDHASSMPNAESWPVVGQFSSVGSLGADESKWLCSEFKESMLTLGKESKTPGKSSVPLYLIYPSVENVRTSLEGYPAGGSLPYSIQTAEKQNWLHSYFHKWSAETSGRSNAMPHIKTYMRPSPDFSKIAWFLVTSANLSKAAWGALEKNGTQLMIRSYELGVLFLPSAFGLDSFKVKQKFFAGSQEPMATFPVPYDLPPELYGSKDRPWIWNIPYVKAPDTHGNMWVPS
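Here, a 5' biotin and 3' phosphotyrosine-FITC DNA oligonucleotide reports Tdp1 activity: intact substrate bridges AlphaScreen beads, while cleavage leaves a 3' phosphate and drops signal. All incubations at room temperature.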
N370S GC mod – qHTS Assay for Inhibitors and Activators of N370S glucocerebrosidase as a Potential Chaperone Treatment of Gaucher Disease. N370S GC spleen homogenate, 4MU-glucoside fluorescence. 0.092% of 330,000 active. Potency, µM (series often up to 59.4 µM), for inactives: at the top dose activity change, negative = inhibition, most hits filed as inhibitors. Lysosomal acid glucosylceramidase (Homo sapiens), P04062;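 note: 0% = full enzyme activity and -100% = no enzyme basal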
FEN1 inh – qHTS Assay for the Inhibitors of Human Flap endonuclease 1 (FEN1); 0.35% of 390,000 active; AID 588795, 2011; Potency, µM (highest dose often 114 µM), without a hit: at the top dose activity change, negative = inhibition, usual class: inhibitors; Recombinant FEN1 flap cleavage, fluorescence, 15 min; note: nearly all actives have a fitted effect of over 65% in size
Target sequence (P39748 whole entry, looked up): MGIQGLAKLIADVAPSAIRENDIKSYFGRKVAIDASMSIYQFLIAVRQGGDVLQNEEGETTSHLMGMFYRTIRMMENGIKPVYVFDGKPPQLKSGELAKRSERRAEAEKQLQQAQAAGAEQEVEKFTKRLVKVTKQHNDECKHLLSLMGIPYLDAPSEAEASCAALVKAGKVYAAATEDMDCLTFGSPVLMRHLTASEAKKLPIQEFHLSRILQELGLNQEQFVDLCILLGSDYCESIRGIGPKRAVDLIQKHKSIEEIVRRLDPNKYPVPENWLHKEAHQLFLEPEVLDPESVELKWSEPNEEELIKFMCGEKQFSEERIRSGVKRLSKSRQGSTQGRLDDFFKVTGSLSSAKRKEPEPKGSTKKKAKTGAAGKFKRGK
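Recombinant FEN1 (10 nM) was preincubated with pin-transferred compounds for 15 min at room temperature, then flap DNA substrate (50 nM final) was added. Plates were read at 0 and 15 min, and normalized concentration–response data were fitted to a four-parameter Hill equation.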
* hit, by the source's call; ? = inconclusive; / = not tested or not shown; & = joins results of further samples; [ ] = another dose, or the depositor's remark. Calls come from the whole dose curve; as a rule, active = well fitted curve in the direction sought with a large enough effect; inconclusive = small, poorly fitted or top-dose-only effect, or another doubt; inactive = no such curve, though single readings can be large; an effect the other way counts as inactive or inconclusive. Unless noted, % is set by controls: 0 for no effect and ±100 for the full control effect; potency is the fitted concentration of half-maximal effect.

SMILES | TDP1 inh | N370S GC mod | FEN1 inh
C=CCN=C1NN=C(c2cc(C)n(CC=C)c2C)CS1 | 6% | ? | 8%
CC(NC(=O)CN(C)Cc1cccs1)c1ccccc1 (configuration not stated) | -1% | 1% | 7%
CCC(Oc1ccccc1C)C(=O)N1CCCN(C)CC1 (configuration not stated) | 2% | -2% | 21%
O=C(Nc1ccc2c(c1)OCCO2)c1cccc(C(=O)Nc2ccc3c(c2)OCCO3)c1 | / | -7% | 10%
CC(C)(C)n1nnnc1C(c1cccs1)N1CCN(C(=O)c2ccco2)CC1 (configuration not stated) | 0% | 1% | 6%
COc1ccc(CNC(=O)C2CCCN(S(=O)(=O)c3c(C)noc3/C=C/N(C)C)C2)cc1 (configuration not stated) | 9% | -1% | -13%
Cn1c(=O)oc2cc(S(=O)(=O)NC(Cc3ccccc3)C(=O)N3CCCCC3)ccc21 (configuration not stated) | -1% | -12% | -1%
CCCCCCCc1c(O)nc(SCCN(C)C)[nH]c1=O | / | ? | 3%
CC(C)c1ccc(CNc2nc(-c3ccco3)nn2S(=O)(=O)c2ccc(F)cc2)cc1 | 3% | / | -1%
CCOC(=O)N1CCN(CC(=O)N2c3ccccc3CC2C)CC1 (configuration not stated) | -1% | 1% | -8%
Cc1ccc(NC2CCCN(C(=O)c3snnc3C)C2)cc1C (configuration not stated) | 4% | -4% | -4%
O=C(COC(=O)c1cc(S(=O)(=O)N2CCOCC2)ccc1Cl)NCc1ccc2c(c1)OCO2 | 0% | / | -13%
COc1ccc(-n2nc(C(C)=O)c(=O)[nH]c2=O)cc1 | 3% | 14% | -19%
CC(OC(=O)c1ccc(NS(=O)(=O)c2ccc3[nH]c(=O)[nH]c3c2)cc1)C(=O)Nc1cccc(Cl)c1Cl (configuration not stated) | / | -14% | 4%
Cc1cc(C)c(S(=O)(=O)/N=C2/C=C(SCC(=O)O)C(=O)c3ccccc32)cc1C | 10% | -2% | 10µM*
CCN(CC(=O)Nc1ccccc1C(F)(F)F)C(=O)C1CCN(C(=O)Nc2ccccc2)CC1 | 0% | / | -18%
CC(=O)Nc1c(O)nc(SCC(=O)Nc2cccc(C)c2)[nH]c1=O | -1% | 3% | 2%
N/C(=N\OC(=O)C12CC3CC(CC(C3)C1)C2)c1ccccc1 | -1% | 5% | 4%
Cc1ccccc1Cn1c2ccccc2c2cnn(CC(=O)NCc3cccc(Cl)c3)c(=O)c21 | 0% | / | -7%
COc1ccc(-c2nc(CSCC(=O)N3CCN(C(=O)c4ccco4)CC3)c(C)o2)cc1OC | 4% | 2% | -2%
Cc1ccc2[nH]cc(S(=O)(=O)c3ccc(C)c(C)c3)c(=O)c2c1 | 1% | -2% | -12%&-9%
COc1ccc([C@H]2CC(=O)C=C(c3cccc(OC(F)(F)F)c3)C2)cc1 | -10% | / | -21%
CCc1cccc2c1NC(=O)[C@]21[C@@H]2C(=O)N(Cc3ccccc3)C(=O)[C@@H]2[C@@H]2CCCN21 | 7% | 4% | -19%
Cc1ccc(-n2nc(CN3CCOCC3)c(-c3ccccc3)c2N)cc1Cl | 1% | 8% | -2%
COc1ccc2c(c1)C=C(CN1CCC(CO)(CCc3ccccc3)CC1)CO2 | 6% | -16% | -1%

In the list so far, these have fluorine.
SMILES | TDP1 inh | N370S GC mod | FEN1 inh
CC(C)c1ccc(CNc2nc(-c3ccco3)nn2S(=O)(=O)c2ccc(F)cc2)cc1 | 3% | / | -1%
CCN(CC(=O)Nc1ccccc1C(F)(F)F)C(=O)C1CCN(C(=O)Nc2ccccc2)CC1 | 0% | / | -18%
COc1ccc([C@H]2CC(=O)C=C(c3cccc(OC(F)(F)F)c3)C2)cc1 | -10% | / | -21%

(next part)
SMILES | TDP1 inh | N370S GC mod | FEN1 inh
CCOc1ccc2nc(SC3CC(=O)N(c4ccc(C)cc4)C3=O)sc2c1 (configuration not stated) | -5% | 4% | 1%
COc1ccc(OCC(=O)N/N=C\c2ccco2)cc1 | 8% | -8% | 17%
COc1ccc(N=C2NC(=O)/C(=C/c3ccco3)S2)cc1 | 1% | -13% | -6%
Cc1ccc(OCCSc2nc3ccccc3n2CC(=O)O)c(C(C)C)c1 | / | -11% | 13%
O=C(NCCN1CCc2ccccc2C1)C1CC(=O)N(C2CCCC2)C1 (configuration not stated) | -1% | 4% | -3%
CN(C)C(=O)c1cc(F)ccc1Sc1cc(Cl)ccc1Cl | 2% | 0% | 10%
COc1ccc(CCNC(=O)COC(=O)/C=C/c2ccc3c(c2)OCO3)cc1OC | 2% | / | -7%
CCn1c(=O)c2cc(C(=O)NCCCN3CCC(C)CC3)sc2c2ccccc21 | -1% | / | ?
O=C(c1cc2ccccc2o1)N(Cc1nnc(-c2ccccc2Cl)o1)C1CC1 | 1%[0.505 µM] | ? | -9%
O=C(CSc1ccc(Cl)cc1)OCC(=O)N1CCN(c2ccccc2)CC1 | 5%[0.505 µM] | ? | -7%
C=CCC(NCc1ccco1)c1ccc(OC)cc1 (configuration not stated) | -1% | 4% | 14%
Cc1ccc(-n2c(C)cc(C)c(C#N)c2=O)cc1C | 6% | -8% | 2%
CCCN1CCc2c(sc(NC(=O)C3CCN(S(=O)(=O)c4cccs4)CC3)c2C(N)=O)C1 | -1% | 6% | -5%
COC(=O)c1cc(S(=O)(=O)N2CCCCC2C)c[nH]1 (configuration not stated) | 0% | -2% | -11%
Cc1ccc(C2CC(=O)Nc3cc4c(cc32)OCO4)o1 (configuration not stated) | 7% | 5% | 4%
C=CCn1cccc(C(=O)Nc2ccc(F)cc2)c1=O | / | 22% | 22%
CCCN1CCN(C(=O)c2ccc(-c3ccc([N+](=O)[O-])cc3)o2)CC1 | 4% | / | -15%
S=c1[nH]ncn2c1cc1oc3ccccc3c12 | 3% | 2% | -5%
Cc1cccc(S(=O)(=O)c2cn(Cc3ccccc3)c3cc(N4CCCC(C)C4)c(F)cc3c2=O)c1 (configuration not stated) | -2% | / | -6%
CN(C)c1cc2c(c(N(C)C)c1)C(=O)c1ccccc1C2=O | -9% | -18% | -10%
Cc1c(C(=O)OC2CCCCCC2)[nH]c2c1C(=O)CC(c1ccccc1)C2 (configuration not stated) | 2% | / | -9%
Cc1ccc(OCCC(=O)Nc2ccc(F)c(F)c2)cc1 | 2% | 18% | 4%
O=C(N/N=C/c1ccc(N2CCOCC2)cc1)c1ccc(O)cc1 | 9% | -8% | 2%
COCCC(=O)N1CCC(Oc2ccc(C(=O)N(C)CCCC3CCCC3)cc2)CC1 | 3% | -5% | 17%
CC(=O)Nc1sc(C)c(C)c1C(=O)OCC(=O)Nc1cc(S(=O)(=O)N2CCCCC2)ccc1Cl | 3% | 17% | -2%
SMILES | TDP1 inh | N370S GC mod | FEN1 inh
COCCNC(=O)C(c1ccc(C)cc1)N(Cc1cccs1)C(=O)CCC(=O)Nc1ccccn1 (configuration not stated) | -13% | -7% | 4%
Cc1cc(C)nc(N2CCCC(C(=O)NCCC3=CCCCC3)C2)n1 (configuration not stated) | 0% | -2% | 1%
CC1CCc2c(sc3nnn(CC(=O)Nc4c(C(C)C)cccc4C(C)C)c(=O)c23)C1 (configuration not stated) | 2% | / | -2%
O=C(O)CSc1nnnn1-c1ccccc1 | 0% | -16% | 8%
Cc1ccc(/C=N/Nc2nc(N3CCOCC3)nc(N3CCOCC3)n2)o1 | 7% | -3% | -9%
COc1ccc(N2CCN(C(=O)CSc3ncccc3-c3nc4ccccc4[nH]3)CC2)cc1 | 5% | 3% | -13%
COc1cccc(C2CC3(CC(C)(C)NC(=S)N3)Oc3cc(O)ccc32)c1 (configuration not stated) | 3% | -1% | -2%
O=C(Nc1ccc(Cl)cc1)c1ccc(OCC2CCCO2)cc1 (configuration not stated) | 3% | 0% | -5%
Cc1ccc(N=C2N=C(N)c3ccccc32)c(C)c1 | 0% | -5% | -5%
Cc1ccc(Cn2nc(C)c(NC(=O)c3cc(C)no3)c2C)cc1 | 2% | 2% | 1%
O=C(NC1=NCCS1)c1cccc(NC(=O)c2ccco2)c1 | 3% | 0% | -1%
O=C1COc2ccc(C(=O)COC(=O)Cc3ccsc3)cc2N1 | 3% | -25% | 6%
CC(=O)NC(Cc1ccccc1)C(C)=O (configuration not stated) | 3% | 3% | -5%
CC(C)CCC1(CCNC(C)c2cccs2)CCOC(C)(C)C1 (configuration not stated) | 6% | -11% | -2%
COc1cc(C(CC(=O)Nc2cc(C)ccn2)N2Cc3ccccc3C2=O)cc(OC)c1OC (configuration not stated) | 3% | -2% | 2%&-5%
Cc1ccc(CSc2nc3c(c(=O)[nH]2)CCC3)cc1 | 1% | 4% | 9%
Cc1ccc2c(c1)C(=O)c1c(C(=O)O)cccc1-2 | -11% | 0% | -2%
CC(=O)Nc1ccc(NC(=O)N(c2ccccc2)c2ccccc2)cc1 | 2% | 10% | -6%
COc1cccc(-c2c(C(=O)N/N=C/c3ccncc3)nnn2-c2nonc2N)c1 | 5% | -7% | 0%
O=C(O)c1cnc(N2CCOCC2)nc1 | 1% | -2% | 8%
Cc1cc(S(=O)(=O)NCC(c2ccc3c(c2)OCO3)N2CCOCC2)ccc1F (configuration not stated) | / | -11% | 9%
CC12CCC(C(=O)Nc3cccc(NC(=O)C45CCC(C)(C(=O)O4)C5(C)C)n3)(OC1=O)C2(C)C | 1% | -2% | 1%
O=c1c(C=NCc2cccnc2)c(C(F)(F)F)[nH]n1-c1nc2ccccc2s1 | 8% | -1% | -7%
COc1ccc(NS(=O)(=O)c2cccc(C(=O)NNC(=O)CN3C(=O)NC(C)(C)C3=O)c2)cc1 | / | 1% | -1%
COCCNC(=S)N=Nc1c(O)[nH]c2ccc([N+](=O)[O-])cc12 | 3% | 3% | -3%

4 compounds already listed, ordered by SMILES length, smallest number first.
SMILES | TDP1 inh | N370S GC mod | FEN1 inh
CC(C)CCC1(CCNC(C)c2cccs2)CCOC(C)(C)C1 (configuration not stated) | 6% | -11% | -2%
COCCNC(=S)N=Nc1c(O)[nH]c2ccc([N+](=O)[O-])cc12 | 3% | 3% | -3%
CC1CCc2c(sc3nnn(CC(=O)Nc4c(C(C)C)cccc4C(C)C)c(=O)c23)C1 (configuration not stated) | 2% | / | -2%
CC12CCC(C(=O)Nc3cccc(NC(=O)C45CCC(C)(C(=O)O4)C5(C)C)n3)(OC1=O)C2(C)C | 1% | -2% | 1%

A different layout for part of the listing above:
CC(C)(C)n1nnnc1C(c1cccs1)N1CCN(C(=O)c2ccco2)CC1 (configuration not stated)
  TDP1 inh: 0%
  N370S GC mod: 1%
  FEN1 inh: 6%

Cc1c(C(=O)OC2CCCCCC2)[nH]c2c1C(=O)CC(c1ccccc1)C2 (configuration not stated)
  TDP1 inh: 2%
  N370S GC mod: /
  FEN1 inh: -9%

Next part
SMILES | TDP1 inh | N370S GC mod | FEN1 inh
S=C(NC1CC1)N1CCN(c2ccc(Cl)cc2)CC1 | 5% | -16% | 0%
COc1ccc(-c2nn(-c3ccccc3)cc2C(=O)Nc2nccs2)cc1 | 12% | -14% | -9%
COc1ccc(NC(=O)CC2C(=O)N(c3cccc(OC)c3)C(=O)N2CCC2=CCCCC2)cc1 (configuration not stated) | -6% | / | 0%
O=C(NCCc1ccccn1)c1nc(Cn2ccc([N+](=O)[O-])n2)no1 | 3%[0.0935 µM] | -2% | -1%
CC(=O)OCc1nc2ccccc2s1 | 1% | 6% | -6%
CCOC(=O)c1nc2nc(-c3cccs3)cc(C(F)(F)F)n2n1 | 11% | 9% | -3%
COc1cc(CN2CCN(Cc3cccc(OC)c3OC)CC2)cc(OC)c1 | / | 2% | -1%
CN(CC(=O)Nc1ccc(N2CCOCC2)cc1)C(=O)c1ccc(O)c(Cl)c1 | 1% | -14% | 3%
CC(C)(C)C(=O)OCCNc1nc(-c2ccccc2)nc2ccccc12 | 0% | 0.89µM* | -20%
O=C(NC1CCCC1)C(c1ccccn1)N(C(=O)c1csnn1)c1ccccc1Br (configuration not stated) | 3% | -3% | 7%
COCc1nc2sc(C)c(C)c2c(=O)[nH]1 | -6%[56.1 µM] | 5% | 1%
COc1ccc(-c2ccc3c(N)c(C(=O)Nc4ccc(C)cc4C)sc3n2)cc1OC | -1% | / | -18%
C=CCn1c(SCC(=O)Nc2ccc(C(=O)O)cc2)nnc1-c1cccnc1 | -3% | 16% | -12%
CC(=O)c1cccc(N2C(=NC(=O)C3CCCCC3)SC3CS(=O)(=O)CC32)c1 (configuration not stated) | 5% | ? | 2%
O=C(CN(C(=O)CCC(=O)Nc1nccs1)c1ccccc1F)NCC1CCCO1 (configuration not stated) | -3% | -9% | 0%
Cc1nn(-c2ccccc2)c(NC(=O)c2ccccc2)c1Br | 6% | -1% | 2%
CC(CC(=O)N(CCC1=CCCCC1)c1c(N)n(Cc2ccccc2)c(=O)[nH]c1=O)c1ccccc1 (configuration not stated) | / | -3% | 6%

Compounds were not picked by outcome; any-hit rate near 0.57%.
